HTRA1 inhibitor – blocks human HTRA1 serine peptidase | recombinant HTRA1, FP-rhodamine activity-based probe, fluorescence polarization | inhibition, % at 5.96 µM | 0.5% of 340,000 active | Q92743 | AID 504803; in the data active means inhibition above about 36%;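 further: 0% = enzyme with DMSO and 100% = wells lacking enzyme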
rCAG RNA binder – molecules binding r(CAG) RNA repeats; r(CAG) RNA repeat, TO-PRO-1 dye displacement fluorescence; inhibition, % at 3 µM; 1.3% of 370,000 active; AID 651821;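 active means inhibition above the plate cutoff, the mean of all test compounds on that plate plus 3 SD, cut at about 35% in these data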;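 further: 0% = DMSO alone and 100% = 100 µM mitoxantrone as full dye displacement; higher means more dye released from RNA so lower well fluorescence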
UHRF1 MBD2 ctr – UHRF1 methyl-DNA binding inhibition; Q96T88; UHRF1 binding to methylated oligo, TR-FRET; inhibition, % at 4.4 µM; 0.75% of 370,000 active; AID 687016; in the data active means inhibition above about 21%;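 further: UHRF1 SRA domain binding a hemimethylated CpG hairpin DNA probe; 0% = median of test compound wells and 100% = reference inhibitor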
TCR CD3 inh – human TCR-CD3 binding inhibition; TAMRA-labeled TCR probe fluorescence, biochemical; inhibition, % at 9.4 µM; 0.37% of 360,000 active; in the data active means inhibition above about 19%;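 further: recombinant mutant TCR 2C K166C tagged with TAMRA read by polarization; 0% = receptor in buffer alone and 100% = receptor with positive control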
PG9 binder – binds the HIV-1 gp120 antibody PG9; TR-FRET gp120-PG9 antibody binding; inhibition, % at 6.7 µM; 0.43% of 360,000 active; AID 624416; in the data active means inhibition above about 8.5%
MBD2 DNA inh – inhibitors of human MBD2 binding to methylated oligonucleotide. TR-FRET. inhibition, % at 4.4 µM. AID 686964. 0.31% of 370,000 active; in the data active means inhibition above about 13%
PRMT1 inh – inhibitors of human PRMT1 | AID 652257 | 1.3% of 370,000 active | inhibition, % at 2.79 µM | Q99873 | recombinant PRMT1, activity-based probe fluorescence polarization;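 active means inhibition above about 21% made by adding two undisclosed values, limit read from the data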
mABHD4 FP – inhibitors of mouse ABHD4; Q8VD66; purified mABHD4, FP-Rh probe fluorescence polarization; inhibition, % at 8.92 µM; 0.54% of 370,000 active; AID 720543;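 active means inhibition exceeding the mean over every tested compound plus 3 SD, cut at about 30% in these data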;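 further: 0% = plate median of compound wells and 100% = S159A mutant with DMSO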
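Test system: mouse ABHD4 enzyme, wild type. Reagent: FP-Rh fluorescent activity-based probe, added after compound pre-incubation. Timing: pre-incubation 45 min, probe exposure 60 min, at 25 °C. Technique: FP readout, ex 525 nm / em 598 nm. Benchmarks: high control S159A mutant with DMSO, low control median of compound wells.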
NR1D1 modulator – Rev-erb alpha (human) modulation. P20393. Rev-erbα–FITC-DNA binding, fluorescence polarization, 90 min. activity, % at 10 µM. 0.79% of 370,000 active;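 active means activity above about 14%, limit read from the data; passing the limit was not always enough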;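 further: 0% = DMSO wells with 35 nM protein and 100% = DMSO wells with 750 nM protein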
LEDGF integ inh – blocks HIV-1 LEDGF/p75-dependent DNA integration | TR-FRET IN-LEDGF/p75 DNA integration, Eu/Cy5 | 0.64% of 370,000 active | inhibition, % at 3.7 µM;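 active means inhibition above the screen-wide mean plus 3 SD, cut at about 13% in these data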;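 further: signal is the Cy5 over europium emission ratio at 671 and 618 nm; 0% = plate median of compound wells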
The depositor's hits bear a star; · = no result given; & = joins results of further samples. Only part of the results is shown, so the mix of outcomes need not match the whole.

SMILES	HTRA1 inhibitor	rCAG RNA binder	UHRF1 MBD2 ctr	TCR CD3 inh	PG9 binder	MBD2 DNA inh	PRMT1 inh	mABHD4 FP	NR1D1 modulator	LEDGF integ inh
COc1ccc(N(CC(=O)NCc2ccc3c(c2)OCO3)S(=O)(=O)c2c(C)nn(C)c2C)cc1	1	0	0	-2	-1.8	-3	-3	-5	-1	-2
O=C(N/N=C\c1ccccc1F)c1ccc(-c2ccccc2)cc1	-13	2	-5	10	-3.4	-1	1	-17	3	4
CCN(CC(=O)Nc1cc(OC)ccc1OC)Cc1nc2ccccc2c(=O)[nH]1	5	-4	4	0	0.2	-2	-4	3	0	3
C=CCSc1nnc(NC(=O)CCNC(=O)c2ccccc2Cl)s1	4	3	-1	0	-0.6	1	1	-1	-14	-2
CC1(C(=O)NCc2cccs2)Cc2c(-c3ccccc3)ccnc2O1 (configuration not stated)	·	-1	-1	3	-1.8	-1	-10	0	2	2
CCOC(=O)CC[C@H](NC(=O)Cn1cnc2c(NCc3ccccc3)ncnc21)C(=O)OCC	4	-3	-3	2	-1.3	5	-3	-4	-4	4
Cc1nn(CCO)c2ncc(C(=O)c3cc(F)ccc3O)cc12	9	-1	3	-6	-1.8	1	-2	-4	-4	3
CC1(C)CC(=O)C2=C(C1)NC(=O)CC2c1cc2c(cc1Br)OCO2 (configuration not stated)	1	-4	1	-3	-2.8	2	0	3	-1	3
NC(=O)N[C@@H](Cc1c[nH]c2ccccc12)C(=O)OCC(=O)N1CCCCC1	9	-2	24*	0	-0.2	2	1	7	-11	-5
OCC1CCCN1C(=S)Nc1ccccc1 (configuration not stated)	2	-1	2	-3	-1.2	-1	1	0	-5	0
CC(=O)n1c(-c2ccccc2)c(CO)c2ccccc21	5	-1	-1	6	0.5	0	1	8	1	-1
O=C(NC1CC1)C1CCN(C2CCN(C(=O)CCOc3ccccc3)CC2)CC1	3	-1	-6	12	-2.8	-5	0	-4	-3	3
O=C(NCc1nc2ccccc2[nH]1)C1=C[C@@H](c2ccccc2)C[C@@H](OCCCCO)O1	-13	-5	0	1	1.0	-2	3	-4	-2	0
O=C(NCc1ccco1)C(c1ccncc1)N(C(=O)Cn1nnc2ccccc21)c1ccccc1 (configuration not stated)	9	1	-5	-2	0.3	-5	-2	6	-3	2
CC(C)(C)OC(=O)N1CCNc2ccccc2C1	4	-1	3	-8	-1.8	-4	-2	-6	-1	-3
O=C(NN=C1CCCC1)c1ccc([N+](=O)[O-])cc1	-4	2	2	-1	-2.5	1	4	5	-3	-5
COc1ccc(NC(=O)CN2CCCC2c2cccs2)cc1S(=O)(=O)N1CCCCC1 (configuration not stated)	-20	4	2	6	-1.5	0	-2	-20	4	2
COc1cc2c(C(F)(F)F)c(-c3ccc(C#N)cc3)oc(=O)c2cc1OC	7	1	-1	6	0.7	-6	0	6	0	-3
Cc1cc(=O)[nH]c(SCC(=O)Nc2ccc(F)c(F)c2)n1	·	4	0	·	·	2	3	7	2	-1
Cc1cc(NC(=O)CSc2ccc3ccccc3c2)no1	-36	15	-1	-4	0.2	3	8	4	-4	-1
Cc1ccc(/C=N/n2c(-c3cccnc3)n[nH]c2=S)s1	-1	4	-2	-9	1.8	4	20	-12	-2	-5
CCOC(=O)C(C#N)C(c1cccnc1)c1c(C)[nH][nH]c1=O (configuration not stated)	1	-1	-6	-3	0.3	-1	3	4	-1	-4
COC(=O)c1ccc(NC(=O)COc2ccc3c(c2)OCO3)cc1	5	-4	3	-1	0.8	-1	0	-4	-9	3
O=C(COc1ccccc1)N1CCN(c2ncccn2)CC1	7	-2	0	0	-0.1	1	4	4	6	0
O=C(NC12CC3CC(CC(C3)C1)C2)c1ccccc1O	-13	-1	0	3	-0.4	3	0	-6	-1	0
Cc1c(C2C(C#N)=C(N)OC3=C2C(=O)CCC3)cnn1C (configuration not stated)	2	-2	0	-1	-0.3	4	0	4	7	2
Cc1ccc(C(C)NC(=O)C2CCCC2)cc1C (configuration not stated)	1	-3	3	-3	-1.7	4	0	-4	0	-8
COc1cc(OC)cc(C(=O)OCn2nnc3ccccc3c2=O)c1	5	0	0	7	0.5	0	-2	-4	12	-1
CC(C)CCOP(=O)(c1ccc(N(C)C)cc1)C(O)c1c(Cl)cccc1Cl (configuration not stated)	-6	-4	1	6	0.8	3	-2	1	7	3
O=C(O)CCN1C(=O)C2C3CC(C2C1=O)C1C(c2ccccc2)c2sc(=O)[nH]c2SC31 (configuration not stated)	5	6	-1	-1	-0.9	-1	9	3	1	3

Among those listed so far, 2 contain a Cl atom.
SMILES	HTRA1 inhibitor	rCAG RNA binder	UHRF1 MBD2 ctr	TCR CD3 inh	PG9 binder	MBD2 DNA inh	PRMT1 inh	mABHD4 FP	NR1D1 modulator	LEDGF integ inh
C=CCSc1nnc(NC(=O)CCNC(=O)c2ccccc2Cl)s1	4	3	-1	0	-0.6	1	1	-1	-14	-2
CC(C)CCOP(=O)(c1ccc(N(C)C)cc1)C(O)c1c(Cl)cccc1Cl (configuration not stated)	-6	-4	1	6	0.8	3	-2	1	7	3

A draw from above in order of heavy-atom count, ascending.
SMILES	HTRA1 inhibitor	rCAG RNA binder	UHRF1 MBD2 ctr	TCR CD3 inh	PG9 binder	MBD2 DNA inh	PRMT1 inh	mABHD4 FP	NR1D1 modulator	LEDGF integ inh
O=C(NC12CC3CC(CC(C3)C1)C2)c1ccccc1O	-13	-1	0	3	-0.4	3	0	-6	-1	0
COC(=O)c1ccc(NC(=O)COc2ccc3c(c2)OCO3)cc1	5	-4	3	-1	0.8	-1	0	-4	-9	3
COc1cc(OC)cc(C(=O)OCn2nnc3ccccc3c2=O)c1	5	0	0	7	0.5	0	-2	-4	12	-1
O=C(O)CCN1C(=O)C2C3CC(C2C1=O)C1C(c2ccccc2)c2sc(=O)[nH]c2SC31 (configuration not stated)	5	6	-1	-1	-0.9	-1	9	3	1	3

(more compounds)
SMILES	HTRA1 inhibitor	rCAG RNA binder	UHRF1 MBD2 ctr	TCR CD3 inh	PG9 binder	MBD2 DNA inh	PRMT1 inh	mABHD4 FP	NR1D1 modulator	LEDGF integ inh
COc1ccc(N2C(=O)CSC2c2cccs2)cc1 (configuration not stated)	-3	-1	2	9	-1.0	1	-1	-3	7	1
CC(C)(C)C(=O)Nc1cc(NC(=O)C(C)(C)C)cc(C(=O)Nc2c[nH]c(=O)[nH]c2=O)c1	·	-1	5	0	-3.4	-2	-6	8	4	4
CCOC(=O)CN(C(=O)CSc1nnc2c(n1)[nH]c1ccc(OC)cc12)c1ccc(F)cc1	-24	11	-2	3	-0.2	1	-1	2	-4	-1
CC(=O)Nc1ccc(N2C(=O)CC(Sc3nccc(C)n3)C2=O)cc1 (configuration not stated)	4	-1	5	-8	-0.7	3	15	-5	-2	-1
CCOCCCNC(=O)c1cc(-c2ccc(Br)s2)nc2ccccc12	-14	4	-7	9	-29	-2	-1	1	21*	3
COc1cc(/C=C/C(=O)N2CCN(Cc3ccccc3)CC2)cc(OC)c1OC	-4	-7	-3	1	-0.9	-6	-5	-4	0	4
COC(=O)c1ccc(C[n+]2ccccc2)cc1	3	8	-1	1	-0.1	5	4	-6	2	1
COc1ccc(CCN(C)C(=O)CN2C(=O)NC3(CCCCC3C)C2=O)cc1OC (configuration not stated)	1	-4	4	1	-0.5	1	-7	-2	-4	1
Cc1ccccc1CSc1nnc(NC(=O)C2COc3ccccc3O2)s1 (configuration not stated)	-5	24	-1	7	-0.4	1	1	-7	-2	-4
COc1ccc(CN2CCSCC2)cc1C	-4	-4	-2	-1	-0.1	4	3	16	0	-1
O=S(=O)(c1cccc(F)c1)N1CCN(Cc2cc3c(cc2Br)OCCO3)CC1	-19	5	0	4	-0.8	2	0	-3	-2	0
O=S(=O)(Nc1ccc2c(c1)nc1n2CCN(Cc2ccccc2)C1)c1ccc(F)cc1	-11	14	2	-4	-0.5	-2	1	4	-1	3
CCCNC(=O)C1(C)CCCN(C(=O)COc2ccc(Cl)cc2Cl)C1 (configuration not stated)	·	-1	5	-4	0.5	3	-3	-11	1	8
CN1CCN(C2=Nc3cc(Cl)ccc3Nc3ccccc32)CC1	5	-2	2	-5	-3.3	2	8	-9	7&-6	-4
O=C(CSc1ccc2nnc(-c3ccccn3)n2n1)NCC1CCCO1 (configuration not stated)	7	2	-1	1	0.3	-5	-2	0	3	6
COCCCNC(=O)Cn1cc(C(C)=O)c2ccccc21	8	-4	1	5	-0.9	1	1	-2	-6	-5
CCOC(=O)c1ccc(Oc2cn[nH]c2-c2ccc(OCC(=O)NN)cc2O)cc1	-47	16	0	-10	-0.6	4	-1	-34	2	2
O=C(CN1C(=O)NC2(CCCC2)C1=O)Nc1nc(-c2ccc(F)cc2)cs1	-9	3	-1	-5	0.4	1	2	-5	-10	0
COc1ccc(NC(=O)NC(C(F)(F)F)C(F)(F)F)cc1	4	-3	2	-2	-0.7	2	0	-3	-6	-1
COc1ccc(-c2c(C(F)(F)F)oc3cc(OCC(=O)Nc4ccccc4C(F)(F)F)ccc3c2=O)cc1OC	-2	1	-1	1	-1.5	-5	-1	-16	37*	2
O=C(NCCN1CCOCC1)c1ccc2c(c1)N(Cc1ccc(Cl)cc1)C(=O)CS2	4	-4	0	1	-0.1	-5	-3	-5	3	3
N/C(=N\OC(=O)CCC1CCCC1)c1ccc(Br)cc1	3	-3	1	-1	-2.5	1	-1	2	2	-4
COc1ccc(-c2noc3c2-c2nc(-c4ccccc4F)sc2CC3)cc1	4	8	1	-1	-1.9	0	0	1	0	-1
CCN(CCCNS(=O)(=O)c1ccc2c(c1)CCN2C(C)=O)c1cccc(C)c1	-5	9	-3	-11	-2.1	2	4	0	-2	-4
CC(=O)C1=C(O)C(=O)N(c2ccc(Br)cn2)C1c1ccc(Br)cc1 (configuration not stated)	-9	2	4	-7	1.6	4	3	6	5	-5
CCN(CC)c1nc(NNC(=O)c2ccccc2)nc(N(CC)CC)n1	9	1	0	2	-3.5	0	-3	-5	6	2
COC(=O)c1c(-c2ccccc2)oc2c1C(OCCO)CCC2 (configuration not stated)	·	0	-3	9	0.1	0	1	1	-7	3
O=C(COC(=O)c1ccc(Br)o1)Nc1cccc(S(=O)(=O)N2CCCCCC2)c1	-35	7	-3	-3	-1.6	-7	0	-26	-3	-3
COc1ccc(S[C@]2(C(=O)N3CCOCC3)CC(=O)N(C(=O)C3CC3)[C@@H]2c2ccc(OC)cc2)cc1	·	4	0	·	·	-1	36*	4	-6	-4
COc1cc(CN2CCN(c3ccccc3C)CC2)cc([N+](=O)[O-])c1O	8	7	-7	2	-4.5	-12	3	1	1	3
COc1ccc(C(=O)N2CCN(S(=O)(=O)c3ccc(Cl)cc3)CC2)cc1OC	2	2	2	-2	0.6	4	-1	-3	0	-6
O=C(COc1ccc2ccccc2c1)N1CCN(C(=O)c2cccnc2)CC1	-2	-8	-1	7	0.7	3	-3	-2	4	0
COCCn1cnnc1SCC(=O)Nc1cccc(S(=O)(=O)N2CCCCC2)c1	1	0	2	-10	-3.2	2	-3	-5	5	1
Cc1ccc(C(=O)NCC(=O)OCCCn2c(=O)[nH]c3ccccc32)cc1C	3	-1	0	-3	1.1	-7	3	7	-1	1
CCCCN1C(N)=NC[C@@H]1CC1CCCCC1	-7	7	1	2	1.9	-5	-1	4	3	1
Cc1ccc(N(NC(=O)C(C)(C)O)C(=O)c2ccccc2)cc1C	2	0	2	4	0.0	12	-1	5	-5	0
OC(CN1CCCCC1)CN(c1ccccc1)c1ccccc1 (configuration not stated)	3	-4	-1	5	-1.6	-5	-1	2	3	2
COC(=O)c1ccc(CSc2nc3c(cnn3-c3ccccc3)c(=O)[nH]2)o1	-41	38*	5	0	-0.8	4	2	-2	0	-6
CC(C)Oc1ccccc1-c1cc(C(=O)N/N=C/c2cccnc2)c2ccccc2n1	-15	0	0	7	-0.7	3	5	-10	-1	1

Screening results from PubChem.
